# Bioassay records from PubChem BioAssay.
# Mtb BioA inh: M. tuberculosis BioA enzyme inhibitors, primary screen, biochemical, plate reader, single point, HTS. 7,8-diaminopelargonic acid synthase BioA (Mycobacterium tuberculosis). purified M. tuberculosis BioA enzyme. inhibition, % at 9.99 µM. 0.096% of 360,000 active; in the data active = inhibition above about 40%
# Starred values were filed as active, the others as inactive. Not all compounds are listed (hit frequency here may not be typical).
SMILES,Mtb BioA inh
COC(=O)C1=C2CC[C@H](CO)NC(=O)N[C@H](Cc3ccccc3)C(=O)NCc3cn(nn3)C[C@H](Cc3ccccc3)NC(=O)c3oc(c(C(=O)OC)c3C(=O)OC)CC[C@H](CO)NC(=O)N[C@H](Cc3ccccc3)C(=O)NCc3cn(nn3)C[C@H](Cc3ccccc3)NC(=O)C(=C1C(=O)OC)O2,6.1
CCCNC(=O)C[C@H]1C[C@@H]2c3cc(NC(=O)C4CCC4)ccc3O[C@@H]2[C@@H](CO)O1,-0.8
C[C@@H]1CN([C@H](C)CO)S(=O)(=O)c2ccc(C#CC3(O)CCCC3)cc2O[C@H]1CN(C)C(=O)Nc1ccccc1,-5.4
CC(C)NC(=O)N[C@H]1CC[C@@H](CCNC(=O)C2CC2)O[C@H]1CO,1.1
COCC(=O)N1[C@H](CO)[C@@H](c2ccccc2)[C@H]1CN(C)C(=O)c1ccncc1,-4.1
COCC#Cc1cnc2c(c1)C(=O)N([C@@H](C)CO)C[C@@H](C)[C@H](CN(C)S(C)(=O)=O)O2,-0.3
CO[C@H](CN(C)C(=O)c1cnccn1)[C@@H](C)CN([C@H](C)CO)S(=O)(=O)c1ccc(F)cc1,-1.3
Cc1ccc(S(=O)(=O)N(C)C[C@H]2OCCCC[C@H](C)Oc3ccc(NC(=O)Nc4ccc(C(F)(F)F)cc4)cc3C(=O)N([C@H](C)CO)C[C@@H]2C)cc1,-1.7
CO[C@H]1CN(C)C(=O)c2ccc(NC(=O)c3cnccn3)cc2OC[C@@H](C)N(CCc2ccccc2)C[C@@H]1C,11
CN1C(=O)c2cc(NC(=O)c3ccccc3Cl)ccc2OC[C@@H]2O[C@@H](CC(=O)O)CC[C@H]21,1.8

# Another view of part of the listing above:
structure | Mtb BioA inh
CC(C)NC(=O)N[C@H]1CC[C@@H](CCNC(=O)C2CC2)O[C@H]1CO | 1.1
COCC(=O)N1[C@H](CO)[C@@H](c2ccccc2)[C@H]1CN(C)C(=O)c1ccncc1 | -4.1

# Next part
SMILES,Mtb BioA inh
Cc1noc(C)c1S(=O)(=O)N(C)C[C@@H]1Oc2ccc(NC(=O)Cn3cnnn3)cc2CC(=O)N([C@@H](C)CO)C[C@@H]1C,16
CO[C@H]1CN(C)C(=O)c2cc(NC(=O)Nc3ccc4c(c3)OCO4)ccc2OC[C@H](C)NC[C@@H]1C,1.7
C[C@@H]1CN([C@H](C)CO)S(=O)(=O)c2ccc(C#Cc3ccncc3)cc2O[C@@H]1CN(C)C(=O)C1CC1,1.2
C/C=C/c1ccc([C@@H]2[C@H](CO)N[C@H]2CN(CC(C)C)C(=O)c2ccccn2)cc1,2.9
CN1C(=O)c2cc(NC(=O)c3cccc(F)c3)ccc2OC[C@@H]2O[C@@H](CC(=O)O)CC[C@@H]21,-0.3
COC(=O)C[C@@H]1C[C@@H]2c3cc(NC(=O)C4CCC4)ccc3O[C@@H]2[C@H](CO)O1,-0.5
Cc1ccc(S(=O)(=O)N(C)C[C@@H]2Oc3cc(C#CC4CCCC4)ccc3S(=O)(=O)N([C@H](C)CO)C[C@H]2C)cc1,-0.9
COc1ccccc1CNC(=O)C[C@@H]1C[C@H]2c3cc(NC(=O)Nc4ccccc4F)ccc3O[C@H]2[C@H](CO)O1,1.7
CCCNC(=O)N1[C@H](CNC(C)=O)[C@@H](c2ccc(C3=CCCC3)cc2)[C@@H]1CO,-1.0
C[C@H](CO)N1C[C@H](C)[C@H](CN(C)Cc2ccncc2)OCCCC[C@H](C)Oc2ccc(N(C)C)cc2C1=O,-0.6
C[C@H](CO)N1C[C@H](C)[C@@H](CN(C)Cc2cccnc2)Oc2ncc(C#CCc3ccccc3)cc2C1=O,3.3
CCC(=O)Nc1ccc2c(c1)OC[C@@H](C)N(Cc1ccncc1)C[C@@H](C)[C@@H](OC)CN(C)C2=O,-0.6
O=C(C[C@H]1CC[C@H]2[C@@H](COC[C@@H](O)CN2C(=O)Nc2cc(Cl)cc(Cl)c2)O1)NCC1CCCCC1,-0.4
C[C@@H]1CN([C@@H](C)CO)C(=O)c2cc(/C=C/c3ccccc3)cnc2O[C@H]1CN(C)S(=O)(=O)c1ccc(F)cc1,-3.8
CO[C@@H]1CN(C)C(=O)c2ccc(NC(=O)C3CCOCC3)cc2OC[C@@H](C)N(Cc2ccc(F)cc2)C[C@H]1C,0.4
C[C@@H]1CCCCO[C@H](CN(C)C(=O)C2CCCCC2)[C@@H](C)CN([C@@H](C)CO)C(=O)c2cc(NS(=O)(=O)c3cccs3)ccc2O1,0.4
CO[C@H]1CN(C)C(=O)c2ccc(NC(=O)Nc3c(C)noc3C)cc2OC[C@H](C)N(CC2CC2)C[C@H]1C,0.7
CCCN1C[C@@H](C)[C@H](OC)CN(C)C(=O)c2cc(NC(=O)Nc3ccccc3F)ccc2OC[C@@H]1C,-0.9
CCCC(=O)Nc1ccc2c(c1)C(=O)N(C)[C@@H]1CC[C@@H](CC(=O)O)O[C@@H]1CO2,-1.8
C[C@@H]1CCCCO[C@H](CN(C)Cc2ccncc2)[C@@H](C)CN([C@H](C)CO)C(=O)c2cc(NC(=O)Nc3ccc4c(c3)OCO4)ccc2O1,3.7

# 7 consecutive compounds from above, quoted:
SMILES,Mtb BioA inh
COC(=O)C1=C2CC[C@H](CO)NC(=O)N[C@H](Cc3ccccc3)C(=O)NCc3cn(nn3)C[C@H](Cc3ccccc3)NC(=O)c3oc(c(C(=O)OC)c3C(=O)OC)CC[C@H](CO)NC(=O)N[C@H](Cc3ccccc3)C(=O)NCc3cn(nn3)C[C@H](Cc3ccccc3)NC(=O)C(=C1C(=O)OC)O2,6.1
CCCNC(=O)C[C@H]1C[C@@H]2c3cc(NC(=O)C4CCC4)ccc3O[C@@H]2[C@@H](CO)O1,-0.8
C[C@@H]1CN([C@H](C)CO)S(=O)(=O)c2ccc(C#CC3(O)CCCC3)cc2O[C@H]1CN(C)C(=O)Nc1ccccc1,-5.4
CC(C)NC(=O)N[C@H]1CC[C@@H](CCNC(=O)C2CC2)O[C@H]1CO,1.1
COCC(=O)N1[C@H](CO)[C@@H](c2ccccc2)[C@H]1CN(C)C(=O)c1ccncc1,-4.1
COCC#Cc1cnc2c(c1)C(=O)N([C@@H](C)CO)C[C@@H](C)[C@H](CN(C)S(C)(=O)=O)O2,-0.3
CO[C@H](CN(C)C(=O)c1cnccn1)[C@@H](C)CN([C@H](C)CO)S(=O)(=O)c1ccc(F)cc1,-1.3

# (listing goes on)
SMILES,Mtb BioA inh
CCC(=O)N[C@@H]1CC[C@@H](CCNC(=O)Nc2ccc(F)cc2)O[C@H]1CO,-1.8
Cc1cccc(S(=O)(=O)N[C@@H]2CC[C@H](CCNC(=O)CCN3CCCCC3)O[C@H]2CO)c1,3.4
CCS(=O)(=O)N1CCCCN2[C@H](C1)[C@H](c1ccc(-c3cccc(C#N)c3)cc1)[C@@H]2CO,0.6
O=S(=O)(Cc1ccccc1)N1CCCCN2[C@H](C1)[C@H](c1ccc(-c3cncnc3)cc1)[C@@H]2CO,-2.9
Cc1noc(C)c1NC(=O)Nc1ccc2c(c1)C(=O)N([C@@H](C)CO)C[C@H](C)[C@@H](CN(C)Cc1ccc(C(=O)O)cc1)O2,-1.4
O=C(C[C@@H]1C[C@H]2c3cc(NC(=O)Nc4ccccc4F)ccc3O[C@H]2[C@H](CO)O1)NC1CCCCC1,-1.1
O=C(C[C@H]1CC[C@H]2[C@@H](COC[C@@H](O)CN2C(=O)Nc2ccccc2)O1)NCCCN1CCOCC1,0.3
C[C@@H]1CN([C@H](C)CO)C(=O)c2cc(NC(=O)C3CCCCC3)ccc2O[C@@H](C)CCCCO[C@H]1CN(C)S(=O)(=O)c1ccccc1,-0.8
COc1ccc(CN(C)C[C@@H]2OCCCC[C@@H](C)Oc3ccc(NC(=O)Nc4ccc5c(c4)OCO5)cc3C(=O)N([C@@H](C)CO)C[C@H]2C)cc1,-1.5
O=C(C[C@H]1C[C@H]2c3cc(NC(=O)C4CCC4)ccc3O[C@H]2[C@@H](CO)O1)NCc1ccc(-c2ccccc2)cc1,0.2
CC(C)NC(=O)N1[C@H](CO)[C@H]2c3ccccc3N(C)C[C@H]21,1.4
C[C@H]1CN([C@@H](C)CO)C(=O)Cc2cc(NC(=O)Cn3cnnn3)ccc2O[C@@H]1CN(C)CC1CCCCC1,3.6
COc1ccc(CN(C)C[C@@H]2Oc3c(NC(=O)c4cc(C)nn4C)cccc3C(=O)N([C@H](C)CO)C[C@H]2C)cc1,-0.4
CO[C@@H]1CN(C)C(=O)c2ccc(NC(=O)Nc3ccccc3F)cc2OC[C@@H](C)N(C(=O)Nc2ccccc2F)C[C@H]1C,-2.8
COc1ccccc1S(=O)(=O)N[C@@H]1CC[C@H](CCNC(=O)C2CCOCC2)O[C@H]1CO,-0.4
CN(C)C(=O)[C@H]1[C@H](CO)[C@H]2Cn3c(ccc(C4=CCCC4)c3=O)[C@H]2N1C(=O)c1ccccc1F,-0.6
CO[C@@H]1CN(C)C(=O)c2cc(NC(C)=O)ccc2OC[C@H](C)N(C(=O)C2CCCCC2)C[C@@H]1C,0.7
CCS(=O)(=O)Nc1ccc2c(c1)C(=O)N(C)C[C@@H](OC)[C@@H](C)CN(C(=O)COC)[C@H](C)CO2,-1.3
C[C@H](CO)N1C[C@H](C)[C@H](CN(C)C(=O)Nc2cccc(F)c2)Oc2cc(Br)ccc2S1(=O)=O,18
C[C@H]1CN([C@@H](C)CO)C(=O)Cc2cc(NC(=O)Nc3cccc4ccccc34)ccc2O[C@H]1CN(C)S(=O)(=O)c1cn(C)cn1,0.7
COc1ccc(S(=O)(=O)N(C)C[C@H]2Oc3ccc(NC(=O)Cn4cnnn4)cc3CC(=O)N([C@@H](C)CO)C[C@@H]2C)cc1,5.7
CS(=O)(=O)Nc1ccc2c(c1)[C@@H]1C[C@@H](CC(=O)NCCN3CCCCC3)O[C@@H](CO)[C@@H]1O2,5.1
CC(C)CC#Cc1ccc2c(c1)O[C@H](CN(C)C(=O)c1ccccc1F)[C@@H](C)CN([C@@H](C)CO)S2(=O)=O,1.1
O=C(NCCCN1CCOCC1)[C@@H]1[C@@H](CO)[C@@H]2Cn3c(cccc3=O)[C@H]1N2C(=O)NC1CCCC1,-3.8
C[C@@H]1CN([C@@H](C)CO)C(=O)c2cccc(NS(=O)(=O)c3ccccc3)c2O[C@@H]1CN(C)C(=O)Nc1ccc2c(c1)OCO2,7.7
COc1ccc(CN(C)C[C@H]2OCCCC[C@H](C)Oc3ccc(NC(=O)NC(C)C)cc3C(=O)N([C@H](C)CO)C[C@@H]2C)cc1,0.6
C[C@@H]1CN([C@H](C)CO)C(=O)Cc2cc(NC(=O)Cc3ccccc3)ccc2O[C@H]1CN(C)S(=O)(=O)c1cn(C)cn1,-0.8
O=C(C[C@H]1C[C@H]2c3cc(NS(=O)(=O)c4ccc(F)cc4)ccc3O[C@H]2[C@@H](CO)O1)NCc1ccc(-c2ccccc2)cc1,-0.9
O=C(C[C@H]1C=C[C@H](NS(=O)(=O)c2ccc(F)cc2)[C@@H](CO)O1)N1CCC(Cc2ccccc2)CC1,5.5
COc1ccc(S(=O)(=O)N(C)C[C@@H]2Oc3ccc(NC(=O)Cc4cn(C)c5ccccc45)cc3CC(=O)N([C@@H](C)CO)C[C@H]2C)cc1,-3.2
COCC(=O)N1C[C@@H](C)[C@H](OC)CN(C)C(=O)c2cc(NC(=O)NC(C)C)ccc2OC[C@H]1C,-0.7
CCOC(=O)N(C)C[C@@H]1OCc2ccccc2-c2ccccc2C(=O)N([C@H](C)CO)C[C@H]1C,-0.2
COc1ccccc1C#Cc1ccc([C@H]2[C@@H](C#N)N(C(=O)C3CC3)[C@@H]2CO)cc1,-1.7
CO[C@H](CN(C)S(=O)(=O)c1ccc(C)cc1)[C@H](C)CN([C@@H](C)CO)S(=O)(=O)c1cccc(Cl)c1,2.4
CC(C)(C)[S@](=O)N1Cc2cc(C(=O)NCCc3ccncc3)nc(-c3cccc(-c4ccc(C#N)cc4)c3)c2[C@@H]1CCO,0.3
C[C@@H]1CN([C@H](C)CO)C(=O)c2cccc(NC(=O)Nc3ccc(C(F)(F)F)cc3)c2O[C@@H]1CN(C)Cc1ccc2c(c1)OCO2,-0.9
C[C@H]1CN([C@@H](C)CO)C(=O)c2cc(NC(=O)CCN3CCOCC3)ccc2O[C@@H]1CN(C)Cc1ccc(C(=O)O)cc1,1.1
CCCC#Cc1ccc2c(c1)O[C@H](CN(C)Cc1ccncc1)[C@H](C)CN([C@@H](C)CO)S2(=O)=O,1.0
Cc1noc(C)c1NC(=O)Nc1ccc2c(c1)C(=O)N([C@@H](C)CO)C[C@@H](C)[C@H](CN(C)C(=O)Nc1c(C)noc1C)OCCCC[C@@H](C)O2,-2.2
O=C(N[C@@H]1CC[C@@H](CCn2cc(-c3ccccc3)nn2)O[C@H]1CO)c1ccccc1F,-1.4
N#C[C@@H]1[C@@H](c2ccccc2)[C@H](CO)N1C(=O)c1cccnc1,-0.1
C[C@@H]1CN([C@H](C)CO)C(=O)c2cc(C#CC3CCCCC3)cnc2O[C@H]1CN(C)C(=O)c1ccncc1,1.9
COc1ccc(CNC(=O)C[C@@H]2CC[C@@H](NS(=O)(=O)c3cccc(OC)c3)[C@@H](CO)O2)cc1,1.7
CC(C)NC(=O)N(C)C[C@H]1Oc2cc(C#C[C@@H](C)O)ccc2S(=O)(=O)N([C@@H](C)CO)C[C@H]1C,-2.7
C[C@@H]1CN([C@@H](C)CO)C(=O)c2c(c3ccccc3n2C)-c2ccccc2CO[C@H]1CN(C)S(=O)(=O)c1cccc(F)c1,-3.2
C[C@@H]1CN([C@H](C)CO)C(=O)c2cccc(NS(=O)(=O)c3ccc(Cl)cc3)c2O[C@@H]1CN(C)S(=O)(=O)c1cccs1,-0.8
CC(=O)N1[C@H](CO)[C@@H](c2ccc(C3=CCCC3)cc2)[C@@H]1CNC(=O)CN(C)C,-3.2
Cc1noc(C)c1NC(=O)Nc1ccc2c(c1)C(=O)N([C@H](C)CO)C[C@H](C)[C@H](CN(C)CC1CC1)O2,-1.5
O=C(Nc1ccc(F)cc1)N1C[C@@H]2[C@H](c3ccccc31)[C@H](CO)N2C(=O)c1ccc(F)cc1,4.5
C[C@@H]1CN([C@@H](C)CO)C(=O)c2cccc(NC(=O)c3ccc(-c4nccs4)cc3)c2O[C@H]1CN(C)CC1CCCCC1,-3.6
